Screens: PubChem, National Center for Advancing Translational Sciences (NCATS)
TGFb SMAD3 inh: TGF-b pathway inhibition; HepG2 CAGA-GFP TGF-b/SMAD3 reporter, GFP fluorescence, 18 h; TGF-beta stimulated, 500 pg/mL final; Potency, µM (titrated, usually from 46.1 µM), without a hit: at the highest dose activity, negative = inhibition, usual class: inhibitors; 1.2% of 410,000 active; note: potency is the fitted concentration of half-maximal effect; % is set by controls: 0 for no effect and ±100 for the full control effect; nearly all actives have a fitted effect of over 65% in size
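Inhibition of TGF-beta-driven CAGA-GFP reporter expression in HEPG2 cells is measured by cellular GFP fluorescence after 18 h stimulation with 500 pg/mL recombinant TGF-beta in 1% FBS medium at 37 degrees C.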
EPAC2 agonist: EPAC2 (human) agonism. Q8WZA2. EPAC2 activation, biochemical qHTS; response scale: 100% = 6.5 mM cAMP response. Potency, µM (series often up to 154 µM), for inactives: at the top dose activation, usual class: activators. 0.079% of 360,000 active. AID 720711; note: potency is the fitted concentration of half-maximal effect; nearly all actives have a fitted effect of over 50% in size
Target sequence (Q8WZA2 whole entry, looked up): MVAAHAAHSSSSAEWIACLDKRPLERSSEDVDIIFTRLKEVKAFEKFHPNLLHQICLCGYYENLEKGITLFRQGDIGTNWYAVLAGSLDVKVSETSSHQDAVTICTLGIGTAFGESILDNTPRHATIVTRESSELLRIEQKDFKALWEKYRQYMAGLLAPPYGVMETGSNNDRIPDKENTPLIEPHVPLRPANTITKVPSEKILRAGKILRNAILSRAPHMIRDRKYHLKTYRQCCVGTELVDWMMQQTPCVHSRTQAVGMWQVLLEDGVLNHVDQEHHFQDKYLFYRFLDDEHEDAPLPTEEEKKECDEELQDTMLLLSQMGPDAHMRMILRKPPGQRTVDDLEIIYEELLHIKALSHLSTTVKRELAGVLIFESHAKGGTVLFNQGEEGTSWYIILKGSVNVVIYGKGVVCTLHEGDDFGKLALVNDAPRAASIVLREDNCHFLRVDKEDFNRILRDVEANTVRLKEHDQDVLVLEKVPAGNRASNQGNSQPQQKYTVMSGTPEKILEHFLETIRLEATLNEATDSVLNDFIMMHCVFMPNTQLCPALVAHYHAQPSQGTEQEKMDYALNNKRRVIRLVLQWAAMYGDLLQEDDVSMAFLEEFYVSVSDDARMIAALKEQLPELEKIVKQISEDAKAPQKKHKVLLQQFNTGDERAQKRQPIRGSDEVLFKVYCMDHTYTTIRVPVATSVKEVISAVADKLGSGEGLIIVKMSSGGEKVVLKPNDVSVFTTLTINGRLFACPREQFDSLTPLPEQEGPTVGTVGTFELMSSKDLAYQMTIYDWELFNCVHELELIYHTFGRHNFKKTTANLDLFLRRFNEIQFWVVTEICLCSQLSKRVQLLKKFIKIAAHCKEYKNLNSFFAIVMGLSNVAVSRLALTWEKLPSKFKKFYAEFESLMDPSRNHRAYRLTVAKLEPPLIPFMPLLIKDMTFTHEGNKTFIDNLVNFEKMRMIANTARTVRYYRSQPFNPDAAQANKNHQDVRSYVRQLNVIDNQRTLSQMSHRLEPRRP
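Compounds were titrated in qHTS against a Rap1B-BODIPY-GDP (250 nM) complex with EPAC2 (100 nM) and GDP (50 uM). BODIPY-GDP release tracked at 480/540 nm over 30 min at room temperature, normalized to 6.5 mM cAMP.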
ATXN2 expr inh: reduces ATXN2 reporter expression in HEK-293 cells; HEK-293 ATXN2-luciferase reporter, luminescence, 24 h; 0.72% of 360,000 active; Potency, µM (titrated, usually from 57 µM), for inactives: top-dose activity change, negative = inhibition, hits mostly inhibitors; note: potency is the fitted concentration of half-maximal effect; % is set by controls: 0 for no effect and ±100 for the full control effect; nearly all actives have a fitted effect of over 55% in size
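qHTS (up to 57 uM final) was run with 24 h compound exposure of reporter cells at 37 °C. Each well was multiplexed: SteadyGlo luminescence measured ATXN2-luciferase expression after a fluorogenic Gly-Phe-AFC viability readout (25 uM final).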
Nrf2 ARE act: Nrf2 pathway activation | AREc32 ARE-luciferase reporter (MCF7-derived line), luminescence, 24 h | Potency, µM (top dose mostly 46.1 µM), without a hit: top-dose activation, usual class: activators | 0.31% of 410,000 active; note: potency is the fitted concentration of half-maximal effect; % of control where 0% means no effect; nearly all actives have a fitted effect of over 65% in size
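Quantitative high-throughput format: AREc32 reporter cells, 1000 per well, received compound by pin transfer and were incubated 24 hr at 37 deg C, 5% CO2, before Steady-Glo luminescence detection.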
Nrf2 inh: inhibitors of Nrf2 signaling. A549 ARE-Fluc reporter, luciferase luminescence, 18-24 h. Potency, µM (top dose mostly 46 µM), for inactives: at the highest dose activity change, negative = inhibition, most hits filed as inhibitors. 2.1% of 360,000 active; note: potency is the fitted concentration of half-maximal effect; % is set by controls: 0 for no effect and ±100 for the full control effect; nearly all actives have a fitted effect of over 60% in size
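Two sequential reads on A549 ARE_Fluc cells exposed to compound for 18-24 h: a CellTiter-Fluor fluorescence read for viability, then a luciferase luminescence read for Nrf2/ARE activity.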
A549 viability: A549 cytotoxicity, counter-screen for Nrf2 inhibitors. A549 ARE-Fluc cells, CellTiter-Fluor viability, 18-24 h. Potency, µM (top dose mostly 46 µM), for inactives: at the highest dose activity change, negative = cytotoxicity, hits mostly inhibitors. 0.16% of 390,000 active. AID 504648; note: potency is the fitted concentration of half-maximal effect; % is set by controls: 0 for no effect and ±100 for the full control effect
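Cytotoxicity counterscreen: CellTiter-Fluor fluorescence was measured in A549 ARE_Fluc cells after 18-24 h of compound exposure in a concentration series. The subsequent BugLite luminescent read reports ARE-luciferase activity.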
S2 tox: viability counter-screen for ATXN expression inhibitors | S2 cells (HEK-293 line with an ATXN2-luciferase reporter) viability, CellTiter-Fluor protease fluorescence, 24 h | Potency, µM (titrated, usually from 56.7 µM), usual class: cytotoxic | AID 651635 | 0.49% of 400,000 active; note: potency is the fitted concentration of half-maximal effect; nearly all actives have a fitted effect of over 40% in size
IL2 activator: activates IL-2 in a cell-based reporter assay | IL-2 activation reporter assay, cell-based qHTS; stimulated with anti-CD3/CD4/CD28 beads; in transgenic mouse T cells | activation, % (series mostly up to about 46 µM) | 0.065% of 360,000 active | AID 652025; in the data active = activation above about 50%; inconclusive = mostly about 30% to 49%; note: 0% is about no effect
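Readout is EGFP and DsRed signal by fluorescent plate cytometry after 18 h at 37 degrees C. Transgenic mouse T cells (750/well) received compound for 60 min before bead stimulation (anti-CD3, anti-CD4, anti-CD28); memory T cells served as non-tolerant control.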
HepG2 viability: kills HepG2 cells in TGF-b inhibitor counter-screen; HepG2 CAGA-GFP viability, ATP luminescence, 18 h; 0.76% of 410,000 active; Potency, µM (titrated, usually from 46.1 µM), for inactives: at the highest dose activity change, negative = cytotoxicity, usual class: cytotoxic; AID 588856; note: potency is the fitted concentration of half-maximal effect; some results filed as inactive show a strong effect at the top dose
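CellTiter-Glo luminescence gave cytotoxicity after 18 hours at 37 degrees C. The cells were HepG2 CAGA-GFP in 1% FBS DMEM, stimulated with 500 pg/mL TGF-beta after compound addition. %Activity was normalised to no-cell wells (complete cell-killing) and DMSO (no toxicity), and curves were fitted and classified.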
Numbers without * were called inactive; i = inactive; ? = inconclusive; . = not tested or not shown; & = joins results of further samples; [ ] = dose if it differs, or a comment. Unless noted, calls come from the whole dose curve; as a rule, active = well fitted curve in the direction sought with a large enough effect; inconclusive = small, poorly fitted or top-dose-only effect, or another doubt; inactive = no such curve, though single readings can be large; an effect the other way counts as inactive or inconclusive. Outcome played no part in choosing rows; any-hit rate near 4.3%.

Value order: TGFb SMAD3 inh	EPAC2 agonist	ATXN2 expr inh	Nrf2 ARE act	Nrf2 inh	A549 viability	S2 tox	IL2 activator	HepG2 viability
> NC(=O)c1nc(Nc2ccccc2)sc1NC(=O)c1c(F)cccc1F
  59%[activator]	.	.	?	.	23%	.	.	-31%
> CC/C(=N\NC(=O)c1nnn(-c2nonc2N)c1-c1ccc2c(c1)OCO2)c1ccccc1
  0%	-4%	-7%	-0.2%	-12%	-18%	i	-3.8	-42%
> CN1CCN(C(=O)c2cc3c(n(-c4ccccc4)c2=O)CC(C)(C)CC3=O)CC1
  -12%	11%	-13%	2.3%	13%	9%	i	-0.7	-24%
> C=C1C(C(=O)N2CCOCC2)C1C(=O)N1CCOCC1 (configuration not stated)
  9%	5%	-19%	-0.2%	-10%	-5%	i	0.0	6%
> Cc1cc(NS(=O)(=O)c2ccc(NC(=O)Nc3cccc(Cl)c3)cc2)no1
  -2%	-9%	0%	-0.4%	-17%	-4%	i	-0.4	0%
> CCOCCOC(=O)NCCCCCCNC(=O)OCCOCC
  -13%	13%	.	0.4%	3%	-1%	i	0.2	0%
> CC(=O)Nc1c(C)nn(-c2ccccc2)c1N1CCC(C(=O)Nc2cc(F)ccc2F)CC1
  ?	.	.	5.7%	.	-2%	.	.	5%
> O=S(=O)(c1ccc2ccccc2c1)N1CCN(C(=S)Nc2ccc(F)c(Cl)c2)CC1
  ?	15%	?	1.3%	?	-1%	?	-5.2	-1%
> C[C@@H]1CN([C@@H](C)CO)C(=O)c2cc(NC(=O)Nc3cccc4ccccc34)ccc2O[C@@H](C)CCCCO[C@H]1CN(C)C(=O)c1ccccc1
  -1%	-10%	12%	-0.7%	.	.	i	-2.5	5%
> COc1cc(/C=N/Nc2nc(=O)[nH]nc2C)cc([N+](=O)[O-])c1O
  25%	1%	.	3.5%	2%	-4%	i	0.7	-5%
> Cc1oc(-c2ccc(C(=O)Nc3cc(F)ccc3F)cc2)nc1COc1ccccc1
  1%	.	11%	2.2%	?	-5%	i	.	-4%
> CC(C)NOC(=O)c1ccc(Cl)cc1
  -1%	6%	6%	0.3%	13%	-4%	i	-2.7	-10%
> O=C(CN(Cc1ccccc1)C1=NCCS1)c1ccc(Cl)cc1
  -10%	24%	-25%	2.5%	-7%	0%	i	-1.2	-39%
> COc1cccc(CNC(=O)Nc2cc(C(=O)NCc3cccc(F)c3)ccc2N2CCCC2)c1
  -21%	.	?	0.4%	.	-8%	?	.	-15%
> COC(=O)[C@@]12CCCCN1[C@H](c1ccc(SC3CCCCC3)cc1)[C@@H]1C(=O)N(C)C(=O)[C@@H]12
  0%	-12%	12%	-0.7%	?	-3%	i	-0.3	-2%
> CC(C)(C)C1CCC(=NNc2ccc(S(N)(=O)=O)cc2[N+](=O)[O-])CC1 (configuration not stated)
  ?	-20%	1%	2.9%	-20%	-6%	i	-2.2	11µM*
> CC(Oc1ccc(Br)cc1)C(=O)NCC(C)(C)N1CCOCC1 (configuration not stated)
  25%	6%	-7%	0.5%	27%	4%	i	1.7	2%
> Cn1cccc1/C=C1\SC(=S)N(NC(=O)c2ccc(Cl)cc2)C1=O
  -11%	-2%	1%	-0.1%	-19%	-16%	?	-1.0	-10%
> Cc1ccc2c(=O)[nH]c(Cc3ccccc3C(=O)O)nc2c1
  0%	5%	.	1.6%	-5%	8%	i	0.4	19%
> Cc1nc2oc3c(NCC4CCCO4)ncnc3c2c2c1COC(C)(C)C2 (configuration not stated)
  4%	7%	.	0.1%	-11%	-15%	.	-0.4	-13%
> CCCC1(c2ccsc2)NC(=O)NC1=O (configuration not stated)
  7%	29%	-12%	-0.3%	2%	12%	i	-0.3	-3%
> COc1ccccc1N1CCN(c2ncnc3sc(C)c(-c4ccccc4)c23)CC1
  -2%	4%	?	-0.3%	?	-17%	?	-4.4	1%
> CCN(CC(=O)Nc1ccccc1C(F)(F)F)C(=O)c1ccccc1Cc1ccccc1
  -17%	5%	-8%	0.9%	?	-10%	i	-0.7	-12%
> COc1ccc(C(=O)C(=NN)c2ccccc2)cc1
  4%	-2%	.	4.9%	.	.	i	0.5	-9%
> Cc1cccc(NC(=O)c2ccc(N(C)C3CCCCC3)c([N+](=O)[O-])c2)n1
  -5%	10%	-31%	2.8%	0%	0%	i	-0.6	-21%
> CCN(Cc1cccc(OC)c1)CC1CCCN(CCc2cccc(OC)c2)C1 (configuration not stated)
  ?	13%	-26%	-0.8%	2%	0%	i	3.4	-46%
> Cc1ccc2c(c1)C(c1ccccc1)N(C(=O)c1cccc([N+](=O)[O-])c1)CC(=O)N2 (configuration not stated)
  6%	12%	-21%	1.3%	?	-1%	i	-0.8	-3%
> COCCCNc1nc2ccccc2nc1NS(=O)(=O)c1cccc(Cl)c1
  -4%	-3%	13%	0.1%	?	-6%	i	-0.4	-9%
> CCCOC(=O)c1ccc(Oc2cn[nH]c2-c2ccc(OCC(=O)NN)cc2O)cc1
  ?	8%	.	0.9%	13%	9%	i	-0.7	-18%
> Cn1cc(CNC(=O)c2sc3cccc(Cl)c3c2Cl)cn1
  -1%	5%	3%	9.1%	6%	-2%	i	1.7	-21%
> CCCCNc1cc(C(=O)O)cc(S(N)(=O)=O)c1Oc1ccccc1
  -4%	-1%	1%&23%&-3%	0.1%	5.8µM*	-3%	i	-0.8	8%
> Cc1ccc(NC(=O)c2ccc3ccccc3n2)cc1S(=O)(=O)N1CCOCC1
  ?	7%	-2%	3.2%	-20%	-2%	i	-2.4	22%
> O=C(NC1CCCCCC1)c1[nH]c(C(F)(F)F)nc1-c1ccccc1
  ?	7%	-8%	0.6%	.	.	?	0.4	-34%
> O=C1c2ccccc2C(=O)N1CC1CCCO1 (configuration not stated)
  11%	8%	0%	0.5%	.	4%	i	-0.4	3.5µM*
> CSc1nncc(-c2ccccc2)n1
  -2%	-1%	-4%	16%	10%	-3%	?	0.4	19%
> O=C(CCn1c(=O)oc2ccccc21)N1CCN(c2ccccc2F)CC1
  11%	-4%	6%	-0.1%	7%	-1%	i	0.1	-17%
> Cc1ccc(-n2c(=O)c3cccnc3n2CC(=O)Nc2cc(C)cc(C)c2)cc1
  ?	.	-5%	0.2%	.	-2%	i	.	-37%
> Cc1cc(-c2ccco2)n(CC(=O)NCCN(C)C)n1
  -2%	10%	3%	0.0%	-3%	9%	i	3.1	-41%
> CCOC(=O)C1CCCN(C(=O)CCNC(=O)Cn2ccc3ccccc3c2=O)C1 (configuration not stated)
  2%	-1%	0%	-0.9%	0%	2%	i	-0.3	-4%
> Cn1c(=O)c2c(nc(Sc3ncnn3CC(=O)N3CCOCC3)n2C)n(C)c1=O
  -11%	5%	.	0.1%	?	-1%	.	-0.5	11%
> Cc1csc(NC(=O)c2cc(C)on2)n1
  10%	-2%	-11%	-0.3%	?	-9%	i	-0.1	8%
> CCN(CC)S(=O)(=O)c1ccc(Cl)c(NC(=O)COC(=O)c2ccc([N+](=O)[O-])o2)c1
  2%	-1%	1%	7.7%	6%	-6%	i	-2.5	-19%
> COc1cccc(NC(=O)C(c2ccccc2)N2CCN(c3ccccn3)CC2)c1 (configuration not stated)
  ?	5%	-14%	0.0%	-15%	5%	i	0.5	-20%
> OCCNC(=S)Nc1ccc2c(c1)OCCO2
  -9%	11%	-8%	0.0%	6%	-4%	i	1.7	-23%
> Cc1oc2cc3oc(=O)c(CCC(=O)NCCCN4CCOCC4)c(C)c3cc2c1C
  -6%	0%	8%	3.3%	7%	12%	i	0.7	-10%
> O=C(COc1ccc(Cl)cc1)NNC(=O)c1ccccc1C(=O)O
  7%	4%	9%	-0.4%	15%	-2%	i	-2.0	-2%
> CC1CCCCN1CCCNC(=O)c1ccc2c(=O)n(CCc3ccccc3)c(=O)[nH]c2c1 (configuration not stated)
  ?	-4%	9%	0.8%	6%	-4%	i	-0.7	-54%
> CC1CCN(S(=O)(=O)c2ccc3c(c2)CCC(=O)N3CC(=O)Nc2cccc(C#N)c2)CC1
  ?	.	.	9.4%	.	5%	.	.	-14%
> CC(=O)C1=C(O)C(=O)N(c2ccccn2)C1c1ccccc1[N+](=O)[O-] (configuration not stated)
  6%	11%	-17%	0.7%	-10%	0%	i	-0.7	-13%
> Cn1cnc2c(cnn2C)c1=N
  -4%	3%	-8%	0.5%	-4%	0%	i	-0.8	2%
> O=C(CCC1CCCCC1)Nc1c[nH]c(=O)[nH]c1=O
  -19%	6%	-2%	-0.1%	7%	3%	i	-0.7	-3%
> Cc1ccc(NC(=S)NC2CCCC2)c(C)c1
  -22%	0%	2%	-0.7%	?	0%	i	-0.2	-27%
> CC(=O)c1ccc(NC(=O)CN2CCN(S(=O)(=O)c3ccc4c(c3)OCCO4)CC2)cc1
  -8%	4%	.	-1.0%	.	.	i	0.1	-26%
> CN(Cc1cn(Cc2ccc(F)cc2)nn1)C1CN(Cc2cn(Cc3ccc(F)cc3)nn2)S(=O)(=O)C1 (configuration not stated)
  .	7%	-1%	-0.7%	.	.	?	-0.4	.
> Cc1ccc(S(=O)(=O)N2[C@@H](c3ccc(F)cc3)C(C(=O)O)=CC[C@H]2c2ccc(Cl)cc2)cc1
  ?	-2%	-3%	0.1%	-22%	-12%	i	0.3	-32%
> CN(C)S(=O)(=O)c1cccc(C(=O)N=C2N=C3C=CC(Cl)=CN3Cc3ccccc32)c1
  -7%	-2%	55%[activator]	8.8%	?	0%	i	-2.0	-27%
